WT yeast gro inh: growth inhibition of WT strain, primary screen, mitochondrial fusion inhibitor project, WT and mutant strains, chemical genetic; mitochondrial fusion phenotypic screen; inhibition, % at 10 µM; hit rate 2.1% among 190,000; in the data active means inhibition above about 58%; tested in S. cerevisiae
bCat nuc transl: modulators of beta-catenin nuclear translocation, primary screen, imaging, HeLa cells, immunofluorescence, high-content | nuclear translocation activity, % at 5 µM | hit rate 0.3% among 190,000 | AID 1665, 2009;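 active means nuclear translocation activity above 50% at 5 µM, with a well cell count of 50 or more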;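 further: per-cell ratio of nuclear to cytoplasmic median beta-catenin stain intensity; plate controls were DMSO negative control for no effect and GSK-3 inhibitor IX positive control for full effect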
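Test system: human HeLa cells, native beta-catenin. Compound dosing: 5 µM primary single dose, 0.1% DMSO, 0.02–20 µM confirmation series. Incubation: compound exposure 24 h at 37°C. Detection: beta-catenin immunostaining with DAPI counterstain, 20x imaging, 6 fields/well. Read-out basis: Nuclear/cytoplasmic beta-catenin signal ratio, % activation.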
XIAP displacement: XIAP antagonists, biochemical, IAP family, fluorescence polarization (AID 1018). XIAP BIR domain, fluorescence polarization peptide displacement; higher % means a stronger effect. E3 ubiquitin-protein ligase XIAP (Homo sapiens). one-dose displacement, % at 20 µM; IC50 in µM for titrated hits. hit rate 0.007% among 200,000; in the data active means displacement above about 50%; further: a part of the inactive calls stands beside numbers as strong as those of hits
Dynein transport: inhibitors of GR-EGFP nuclear translocation, primary screen, dynein cargo transport inhibitor project, imaging, high-content, 3617.4 mouse cells | AID 1381, 2008 | hit rate 0.47% among 220,000 | test concentration mostly 20 µM; stimulated with dexamethasone, 1 µM; stronger effect = lower value | z-score, hits read low;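 active means plate z-score of nuclear minus cytoplasmic receptor signal below a set negative limit, without overly bright fluorescence or cell loss, cut at about -3.5 in these data, passing the limit was not always enough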;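 further: z-score of nuclear minus cytoplasmic ring GR-EGFP intensity difference per well; some compounds called inactive have numbers as strong as hits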
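Buffer or medium: tetracycline-free induction medium containing charcoal-stripped FBS / Reagent: dexamethasone agonist, 1.0 µM final, for 30 min / Technique: automated 10x imaging of fixed Hoechst-stained cells / Times: induction 48 h, compound 1 h, agonist 30 min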
Lipid droplet: inhibitors of hepatocyte lipid droplet formation, primary screen, imaging, high-throughput imaging, BODIPY stain; hit rate 0.4% among 240,000; inhibition, % at 6.5 µM; AML12 mouse hepatocytes, oleate lipid droplets; AID 1656, 2009;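 active means lipid droplet intensity inhibited by at least 50%, with more than 500 cells counted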
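Material – mouse AML12 hepatocyte cell line, fixed after treatment · Compound dosing – one dose, 6.5 µM compound · Times – compound with oleate, overnight · Measured by – Image-based BODIPY and DAPI two-channel analysis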
MT stabilizer: microtubule stabilizers in HeLa cells, primary screen, imaging, high-content imaging. hit rate 0.83% among 200,000. AID 2205, 2009. % tubulin-high responders, % at 10 µM. HeLa tubulin immunostaining HCS, 24 h; share of cells brighter than vehicle mean+2SD;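 active means plate Z-score above 3 for both tubulin-high and condensed-nucleus cell shares, with cell loss under 80%, at 10 µM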;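 further: anti alpha tubulin signal scored within the nucleus-defined area of each cell; some results filed as inactive read as strong as hits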
Insulin prom up: insulin promoter activators in MIN6 cells, imaging, high-content screening, mouse beta cells; z-score at 5 µM; MIN6 insulin promoter-GFP reporter; stronger effect = higher value; hit rate 0.3% among 190,000; AID 1625, 2009;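 active means z-score above 3 at 5 µM with at least 500 cells counted in the well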
ER stress rescue: rescue of cells from ER stress-induced death, primary screen, 384-well, CSM14.1, thapsigargin, ATP luminescence (AID 1222). CSM14.1 thapsigargin-induced death rescue, ATP luminescence; higher % means a stronger effect. one-dose cellular ATP content (survival), % at 20 µM; EC50 in µM for titrated hits. 190,000 tested, under 10 active;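 active means EC50 below 50 µM in the dose-response confirmation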;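 further: death triggered by thapsigargin at about 15 µM added after 2 h compound pretreatment; cell ATP read after overnight thapsigargin exposure of roughly 18 to 22 hours; normalized against plate controls of thapsigargin alone and 5% DMSO vehicle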
Autophagy HCS: autophagy modulators in MEF cells, primary screen, imaging, high-content, MEF GFP-LC3; MEF GFP-LC3 puncta imaging; test concentration mostly 10 µM; calls only at 10 µM (by protocol); hit rate 0.98% among 190,000; AID 463193, 2010;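 active means percentage of spot-positive cells more than 3 SD above its plate mean, without a fluorescence outlier flag or 80% toxicity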;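 further: spot-positive cell cutoff set from DMSO-treated cells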
WT yeast gro inh mutant strain: second read-out of WT yeast gro inh, no call of its own (marks repeat the call); inhibition, %; mitochondrial fusion phenotypic screen, mutant strain inhibition
Dynein transport cytoplasmic EGFP: further read-out of Dynein transport, marked with its call; z-score; measured here: cytoplasmic GR-EGFP intensity; stronger effect = higher value
Dynein transport nuclear GR-EGFP: recorded beside Dynein transport, whose call it bears; z-score; measured here: nuclear GR-EGFP intensity;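 lower value marks the stronger effect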
Dynein transport cell count: further read-out of Dynein transport, marked with its call; z-score; measured here: cell count per field
Insulin prom up cell count: also measured in Insulin prom up; calls as there; cell count; measured here: cytotoxicity, nuclei count;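 total cells summed across four imaged fields per well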
Lipid droplet cells 6.5 µM: also measured in Lipid droplet; calls as there; cell count; measured here: cell count, cytotoxicity flag;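 cells counted across two imaged fields per well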
bCat nuc transl cell count 5 µM: further read-out of bCat nuc transl, marked with its call; cell count; measured here: cell count, cytotoxicity flag
MT stabilizer Hoechst-high %: recorded beside MT stabilizer, whose call it bears; % Hoechst-high responders; measured here: nuclear condensation Hoechst responders;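 share of cells brighter than vehicle mean plus two SD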
MT stabilizer cytotoxicity %: second read-out of MT stabilizer, no call of its own (marks repeat the call); toxicity, %; measured here: cytotoxicity by cell density;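 0% = mean cell density of plate MIN control wells and 100% = no cells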
Autophagy HCS cell loss 18 h: second read-out of Autophagy HCS, no call of its own (marks repeat the call); toxicity, %; measured here: cell loss, nuclei count;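 cell loss after 18 h compound exposure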
Numbers without * were called inactive; i = inactive; . = no result given.

The line under a structure holds: ER stress rescue, Insulin prom up cell count, MT stabilizer, WT yeast gro inh mutant strain, Insulin prom up, Dynein transport cell count, bCat nuc transl cell count 5 µM, WT yeast gro inh, Lipid droplet, Lipid droplet cells 6.5 µM, MT stabilizer Hoechst-high %, Autophagy HCS cell loss 18 h, Dynein transport, Dynein transport nuclear GR-EGFP, Dynein transport cytoplasmic EGFP, MT stabilizer cytotoxicity %, Autophagy HCS, bCat nuc transl, XIAP displacement
> O=C(NCCC1=CCCCC1)C1CCCN(S(=O)(=O)c2ccc(F)cc2)C1 (stereo not drawn)
→ ., 1295, 3.3, 6, -0.26, -0.56, ., 7, -16, 717, 2.1, -5, 0.22, 0.44, -0.21, 3.4, i, ., -4.1%
> Nn1c(N2CCCCC2)nc2ccccc21
→ -1.0%, ., 2.4, -5, ., 0.15, ., 7, 8, 828, 1.6, -6, 0.75, 0.35, -0.22, 1.4, i, ., -5.3%
> COc1cc2[nH]c(=O)n(CCC(=O)N3CCN(c4cc(Cl)ccc4C)CC3)c(=O)c2cc1OC
→ 6.8%, 507, 1.9, 13, -2.6, -0.5, 1207, 8, 6, 732, 3.0, 1, 2.5, 2.2, -0.11, 10, i, -0.5, -2.0%
> CCOC(=O)/C=C1\NC(=O)CS1
→ 5.7%, 1191, 5.7, 13, 0.6, -0.35, 1248, 1, 10, 713, 4.0, -13, -0.53, -0.013, -0.2, 7.4, i, -4.8, -0.8%
> CCOC(=O)N1CCN(C(=O)C(C)n2nc(C)n3c(cc4sccc43)c2=O)CC1 (stereo not drawn)
→ -1.2%, 946, 2.6, 0, 0.21, 0.43, ., -5, 16, 682, 1.4, 6, -0.7, -0.11, -0.2, 7.1, i, ., 0.3%
> O=C(Nc1nc(-c2ccccc2)cs1)c1cccs1
→ -3.0%, 1203, 5.0, 10, -0.65, 0.54, 1359, 35, ., ., 2.9, 10, 1, 0.79, -0.084, 2.0, i, 4.2, -6.6%
> CCCOC(=O)c1c(-c2ccc(C)cc2C)csc1NC(=O)C1C2CCC(O2)C1C(=O)O (stereo not drawn)
→ -0.9%, 1278, 1.7, -11, 0.06, -0.65, 517, -1, -62, 677, 2.8, 5, -0.23, -0.017, -0.26, 8.7, i, -2.3, -1.2%
> CC(C)(Oc1ccc(Cl)cc1)C(=O)Nc1ccncc1
→ -0.3%, 1636, 2.2, 11, 0.11, -0.46, 1400, 13, ., ., 1.1, -19, 0.25, 1.1, -0.097, 2.6, i, -1.6, -2.4%
> CC(=O)Nc1ccc(S(=O)(=O)Nc2ccc(N3CCOCC3)c(F)c2)cc1
→ -0.2%, 897, 3.3, -8, 0.05, -0.75, 1177, -11, ., ., 2.2, 6, 0.66, 0.84, -0.21, 4.8, i, -1.9, -3.7%
> COCCN(C(C)=O)c1nnc(-c2ccccn2)s1
→ 0.4%, ., 2.3, 12, ., 0.38, 1241, -1, 10, 748, 1.2, -4, -0.53, -0.15, -0.21, 4.3, i, -5.5, 1.8%
> CCn1cc(C(=O)NCC2CCCO2)c(=O)c2cc(S(=O)(=O)N(C)C)ccc21 (stereo not drawn)
→ 0.3%, 1295, 3.1, 2, -0.49, -0.84, 1275, 14, -3, 707, 2.0, ., 0.82, 0.86, -0.066, 2.7, ., -5.0, -14%
> COc1cccc(N2CCN(CC(=O)Nc3nc4c(s3)CC(C)CC4)CC2)c1 (stereo not drawn)
→ -1.0%, 1344, 3.6, 10, 0.03, -0.12, 1128, 16, 23, 770, 2.4, 15, 0.3, -0.036, -0.31, 7.4, i, 1.4, -0.9%
> Cn1c(C(=O)N2CCCC(C(=O)c3ccc(C(F)(F)F)cc3)C2)cc(=O)n(C)c1=O (stereo not drawn)
→ 1.0%, ., 2.7, -5, ., -0.071, 1585, 11, -1, 723, 1.8, -9, -1.1, -0.63, -0.18, 4.2, i, 0.3, -3.4%
> O=C(N/N=C/c1ccccc1O)C1(O)c2ccccc2-c2ccccc21
→ -1.7%, 1592, 4.4, 11, -0.09, -1.2, 1059, 3, 24, 697, 1.9, 17, 0.31, 0.47, -0.17, 5.1, i, -2.2, -2.8%
> Cc1ccccc1Oc1ccc(Oc2ccccc2C)nn1
→ -2.9%, 1049, 2.3, 0, -0.29, 0.29, 794, -8, ., ., 2.0, -64, -0.14, 0.51, -0.29, 6.2, i, -7.5, -2.3%
> CCOc1ccc(C(=O)N2CCCC(c3nc(-c4cccs4)no3)C2)cc1 (stereo not drawn)
→ ., 1157, ., ., -0.04, -0.61, 1292, ., -1, 709, ., ., -0.11, 0.74, -0.15, ., ., 0.1, .
> CN(C)S(=O)(=O)N1CCC(CCCC2CCN(S(=O)(=O)N(C)C)CC2)CC1
→ -3.5%, 1177, 1.9, -3, 0.59, -0.94, 1216, 4, 1, 732, 1.0, -2, 1.7, 1.1, -4.3e-05, 4.1, i, -2.5, -3.9%
> CC(=O)Nc1ccc(OCC(O)Cn2nc(C)c(Br)c2C)cc1 (stereo not drawn)
→ 2.2%, 1243, 5.2, -1, 0.15, 0.78, 1190, -17, 2, 718, 2.8, -5, -0.52, -0.25, -0.2, 3.4, i, -1.0, -2.4%
> Cn1c(=O)n(C)c2cc(NS(=O)(=O)c3ccc(Br)s3)ccc21
→ 0.9%, 1511, 1.2, 9, 0.17, 0.52, 1060, -6, 6, 687, 1.4, -33, -0.74, -0.34, -0.25, 9.4, i, -5.0, -1.9%
> CC(C)c1ccc(NC(=S)NCc2ccc3c(c2)OCO3)cc1
→ -0.5%, 1203, 2.2, 29*, 0.09, -0.15, 1038, 67*, -3, 691, 1.7, 3, -0.39, -0.14, -0.15, 7.9, i, -2.1, 1.5%
> CCOC(=O)c1c(N2C(=O)Nc3ccccc3N2O)n[nH]c1-c1cccc(Cl)c1
→ -0.7%, 1134, 5.3, -19, 1.1, -0.044, 1086, -5, 1, 714, 2.2, 12, 0.17, 0.26, -0.3, 3.4, i, -2.2, -9.7%
> NC(=O)c1cccnc1Sc1ccc(Cl)cc1
→ -0.6%, 1324, 2.0, -15, 1.1, 0.08, 609, -6, 3, 678, 2.4, -11, 0.35, 0.3, -0.22, 12, i, -6.3, -0.6%
> CCOC(=O)c1cc(CC)sc1/N=C/C1=C(O)CC(C)(C)CC1=O
→ -1.9%, 1305, 1.1, -2, 0.12, 1.3, 952, 6, 0, 703, 1.4, 2, 0.032, -0.0078, -0.27, 5.9, i, -0.9, -5.0%
> COc1ccccc1/C=C/C=N/NC(=O)c1cc(-c2ccco2)[nH]n1
→ ., 1360, ., ., -0.36, 0.36, 1125, ., -4, 730, ., ., 0.57, 0.25, -0.26, ., ., 2.1, .
> O=C(/C=C/c1cccc(C(F)(F)F)c1)Nc1cccc(C(F)(F)F)c1
→ -1.7%, 1368, 2.1, 84, 0.01, -0.22, 1354, 79, ., ., 0.5, 12, 0.069, -0.12, -0.2, 13, i, 0.8, -8.3%
> Cc1ccc(C(=O)Cn2nnc3ccccc32)cc1C
→ 3.3%, 1614, 1.7, -13, -0.11, 0.15, 1318, 1, ., ., 1.5, -9, -0.14, -0.099, -0.21, 5.4, i, -2.1, -9.1%
> O=C(CN1c2cccc3cccc(c23)S1(=O)=O)NCc1ccc2c(c1)OCO2
→ -1.2%, 948, 1.8, 2, -0.07, -0.19, 1247, -1, ., ., 1.6, -2, 0.71, 0.095, -0.23, 3.7, i, 0.0, -0.1%
> CCN(CC)c1ccc(/C=N/NC(=O)c2c[nH]c3ccccc23)cc1
→ -1.4%, 1039, 2.1, -1, 0.09, 0.45, ., -15, 2, 707, 2.4, 6, -0.23, -0.31, -0.33, 4.6, i, ., -10%
> O=C(Cn1ccc(C(F)(F)F)n1)Nc1ccc(S(=O)(=O)NCc2ccco2)cc1
→ ., ., 2.4, -12, ., 0.38, ., -21, ., ., 1.2, -5, -0.48, -0.12, -0.19, 12, i, ., .
> CCCc1nc2ccccc2n1CC(O)COc1ccc(NC(C)=O)cc1 (stereo not drawn)
→ -0.6%, 1336, 4.9, 6, 0.28, -0.25, 1469, 2, 3, 721, 1.5, 20, 0.81, 0.43, -0.25, 9.7, i, 1.8, -4.9%
> CCSCCOC(=O)C1=C(C)NC(=O)NC1c1cc(OC)ccc1OC (stereo not drawn)
→ 1.3%, 1335, 1.5, 6, 0.78, -1.1, 851, 3, ., ., 2.3, -6, 2.2, 1.8, 0.093, 11, i, -4.1, 26%
> O=C(Cn1nnc2ccccc21)N/N=C\C=C\c1ccccc1
→ 1.0%, 1594, 2.3, 2, -0.34, 0.55, 1332, 3, ., ., 1.5, -6, -0.41, -0.39, -0.11, 11, i, 2.0, -5.8%
> CC(C)c1ccccc1NC(=O)COC(=O)Cc1ccsc1
→ -4.7%, 1446, 6.0, -4, 0.62, 0.32, 1083, -5, 5, 623, 2.5, 3, -0.22, -0.1, -0.26, 6.0, i, -0.8, -1.9%

As entered above.
`O=C(CN1c2cccc3cccc(c23)S1(=O)=O)NCc1ccc2c(c1)OCO2` @ Dynein transport nuclear GR-EGFP = 0.095
`CCOC(=O)c1c(N2C(=O)Nc3ccccc3N2O)n[nH]c1-c1cccc(Cl)c1` @ WT yeast gro inh = -5
